ABCG2 inh = ABCG2 efflux pump inhibitors, primary screen, multiplex with ABCB1, IgMXP3 cells, flow cytometry; JC-1 efflux; inhibition, % at 6.6 µM; actives 0.1% (n = 190,000); AID 1325, 2008;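 active = inhibition above 80%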;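 note: 0% = DMSO and 100% = nicardipine control wells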
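Test system: IgMXP3 (ABCG2) plus far-red-tagged CCRF-Adr (ABCB1) cells. Reagent: JC-1 dye as substrate. Timing: 10 min exposure at 25 °C with rotation, no wash. Measured by: flow cytometric JC-1 green MFI at 530 nm. Read-out: percent efflux inhibition, scaled nicardipine 100% to DMSO 0%. Control set: nicardipine and DMSO wells.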
ABCB1 block = ABCB1 efflux pump inhibitors, primary screen, cell-based, multiplex, flow cytometry, ABCG2 counter-screen; CCRF-Adr cells, JC-1 efflux; AID 1326, 2008; ATP-dependent translocase ABCB1 (Homo sapiens), P08183; inhibition, % at 6.6 µM; actives 0.067% (n = 190,000); in the data active = inhibition above about 40%;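 note: 0% = vehicle and 100% = reference inhibitor; higher value means more JC-1 retained so stronger ABCB1 efflux block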
Bim-Bcl-W = inhibitors of Bim binding to Bcl-W, primary screen, biochemical, multiplexed, bead-based flow cytometry. actives 0.02% (n = 190,000). Bim peptide-Bcl-W binding. Bcl-2-like protein 2 (Homo sapiens), Q92843. inhibition, % at 10 µM;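 note: 0% = bound tracer without compound and 100% = peptide blocker; higher means less fluorescent Bim peptide bound to Bcl-W beads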
Target sequence (Q92843 whole entry, looked up): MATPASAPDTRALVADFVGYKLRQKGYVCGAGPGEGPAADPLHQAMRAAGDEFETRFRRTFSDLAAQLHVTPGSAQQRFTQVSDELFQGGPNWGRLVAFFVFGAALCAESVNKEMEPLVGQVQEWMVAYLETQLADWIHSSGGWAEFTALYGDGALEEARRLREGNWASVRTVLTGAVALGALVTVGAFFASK
RGS7-Gao reg = RGS7-Galphao binding modulators, primary screen, biochemical, multiplexed bead flow cytometry; actives 0.35% (n = 220,000); Guanine nucleotide-binding protein G(o) subunit alpha (Homo sapiens), P09471; AID 1439, 2008; binding response (% of control), % at 10 µM; actives lie on both sides; in the data active = binding response below about 49% or above about 150%; inconclusive = no clear call, values can overlap the other calls; inactive = in between;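 note: fluorescent Galphao held in activated GDP-AlF4 state binding bead-coupled RGS7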
Target sequence (P09471 whole entry, looked up): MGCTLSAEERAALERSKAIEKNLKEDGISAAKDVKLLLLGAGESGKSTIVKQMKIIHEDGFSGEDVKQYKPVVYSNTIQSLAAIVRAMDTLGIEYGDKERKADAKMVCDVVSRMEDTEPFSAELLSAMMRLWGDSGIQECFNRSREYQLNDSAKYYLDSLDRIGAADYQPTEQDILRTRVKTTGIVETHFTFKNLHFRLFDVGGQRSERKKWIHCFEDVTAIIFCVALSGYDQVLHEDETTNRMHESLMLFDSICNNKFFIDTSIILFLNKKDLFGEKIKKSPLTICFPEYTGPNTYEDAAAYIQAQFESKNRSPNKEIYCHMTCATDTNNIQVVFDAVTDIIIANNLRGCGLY
Bcl-2 Bim block = inhibitors of Bim-Bcl-2 binding, primary screen, biochemical, multiplexed, human Bcl-2 family. actives 0.06% (n = 190,000). Apoptosis regulator Bcl-2 (Homo sapiens), P10415. Bead-based flow cytometry, Bim peptide-Bcl-2 binding. inhibition, % at 10 µM; in the data active = inhibition above about 40%; inconclusive = no clear call, values can overlap the other calls;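 note: 0% = no compound wells with probe peptide and 100% = reference peptide inhibitor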
Target sequence (P10415 whole entry, looked up): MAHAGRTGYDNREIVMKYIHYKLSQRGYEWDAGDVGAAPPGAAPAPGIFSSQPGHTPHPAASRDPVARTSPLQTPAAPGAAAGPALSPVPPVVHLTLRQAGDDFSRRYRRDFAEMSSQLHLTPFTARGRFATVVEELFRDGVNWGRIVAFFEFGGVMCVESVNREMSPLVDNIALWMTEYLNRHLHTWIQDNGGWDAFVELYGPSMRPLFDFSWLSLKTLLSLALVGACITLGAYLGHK
RGS8-Gao reg = RGS8-Galphao binding modulators, primary screen, biochemical, multiplexed bead flow cytometry; actives lie on both sides; AID 1423, 2008; response (percent of control binding), % at 10 µM; actives 0.34% (n = 220,000); in the data active = response below about 60% or above about 140%; inactive = in between;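 note: Galphao activated as the GDP aluminium fluoride complex binding bead-coupled RGS8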
Mcl-1 Bim block = inhibitors of Bim peptide binding to Mcl-1, primary screen, biochemical, bead-based flow cytometry, multiplex. Induced myeloid leukemia cell differentiation protein Mcl-1 (Homo sapiens), Q07820. inhibition, % at 10 µM. Bim peptide-Mcl-1 binding. actives 0.1% (n = 190,000);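 note: 0% = no compound tracer wells and 100% = peptide blocker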
Bim-Bcl-XL = inhibitors of Bim-Bcl-XL binding, primary screen, biochemical, multiplexed, bead flow cytometry, human Bcl-XL; Bcl-2-like protein 1 (Homo sapiens), Q07817; Bim peptide-Bcl-XL binding, fluorescence; inhibition, % at 10 µM; actives 0.04% (n = 190,000)
Bcl-B Bim block = inhibitors of Bim-Bcl-B binding, primary screen, biochemical, multiplexed, human Bcl-2 family. inhibition, % at 10 µM. Bcl-2-like protein 10 (Homo sapiens), Q9HD36. bead-based flow cytometry, Bim peptide-Bcl-B binding. actives 0.073% (n = 190,000). AID 951, 2007;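 note: 0% = tracer peptide without compound and 100% = reference inhibitor peptide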
Target sequence (Q9HD36 whole entry, looked up): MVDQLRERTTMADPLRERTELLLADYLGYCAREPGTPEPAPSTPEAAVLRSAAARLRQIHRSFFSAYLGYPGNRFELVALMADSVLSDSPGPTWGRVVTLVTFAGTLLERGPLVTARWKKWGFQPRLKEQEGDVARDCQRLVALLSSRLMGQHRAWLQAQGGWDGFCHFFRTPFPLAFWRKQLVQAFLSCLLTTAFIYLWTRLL
Bim-Bfl-1 = inhibitors of Bim binding to Bfl-1, primary screen, biochemical, multiplexed, bead-based flow cytometry. Bcl-2-related protein A1 (Homo sapiens), Q16548. Bim-Bfl-1 binding inhibition. inhibition, % at 10 µM. actives 0.12% (n = 190,000);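 note: 0% = wells without compound plus tracer and 100% = blocker peptide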
RGS4-Gao reg = modulators of RGS4 binding to Galphao, primary screen, biochemical, multiplexed bead flow cytometry; Guanine nucleotide-binding protein G(o) subunit alpha (Homo sapiens), P09471; actives lie on both sides; actives 0.33% (n = 220,000); binding response (% of control), % at 10 µM; in the data active = binding response below about 49% or above about 150%; inactive = in between;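 note: fluorescent Galphao activated with aluminum fluoride binding bead-coupled RGS4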
An asterisk follows results filed as active; u = inconclusive; x = no result given. Cut-off read from the data, not from the text of the source, unless noted: active = inhibition above about 40%.

SMILES	ABCG2 inh	ABCB1 block	Bim-Bcl-W	RGS7-Gao reg	Bcl-2 Bim block	RGS8-Gao reg	Mcl-1 Bim block	Bim-Bcl-XL	Bcl-B Bim block	Bim-Bfl-1	RGS4-Gao reg
Nc1cc(=O)[nH]c(SCC(=O)Nc2ccc(S(=O)(=O)N3CCOCC3)cc2)n1	-1	-0.2	-3	91	-2	90	-2	-5	-4	-2	84
COc1ccc(C(C#N)N2N=C(C)CC2(C)C)cc1 (stereo not drawn)	3	0.9	-1	103	0	105	-1	1	0	-1	104
COc1ccc(N/C=C/C(=O)c2ccc(Oc3ncccn3)cc2)cc1	15	0.9	0	92	1	93	-1	1	0	0	93
c1ccc2cc(-c3cc4ccccn4c3)ccc2c1	2	0.6	-2	101	-4	93	-3	-4	-6	-1	92
O=C(O)CC1Sc2nc3ccccc3n2C1=O (stereo not drawn)	4	1.1	-5	105	-2	105	0	-4	-5	-4	112
O=C(NCc1ccccc1)C1=C[C@@H](c2ccc(Br)cc2)C[C@@H](OCCCCO)O1	3	1.3	-1	105	2	105	1	3	-4	-1	106
OC(CON=C1c2ccccc2-c2ccccc21)CN1CCNCC1 (stereo not drawn)	1	1.1	-4	94	-11	99	-2	-8	-8	-5	96
Cc1cccc(NC(=S)NC2CC3CCCC(C2)N3Cc2ccco2)c1 (stereo not drawn)	0	0.0	-8	107	-2	121	-2	-4	-7	0	109
CCCNC(=O)COC(=O)c1ccccc1C(=O)c1ccc(Cl)c([N+](=O)[O-])c1	1	4.1	2	u	0	104	0	0	-1	-3	104
CC(C)(C)C(=O)NC1=NCCS1	3	0.7	-3	92	-11	97	-3	-9	-7	-18	95
COc1ccc(NC(=O)Cn2nc3n(c2=S)CCC3)cc1	2	0.5	3	102	-3	102	0	-4	-7	-9	102
CCOC(=O)C1=C(C)NC(=O)NC1c1ccc(N2CCC(c3ccccc3)=N2)cc1 (stereo not drawn)	10	0.3	-1	102	-2	99	-2	0	-9	-5	106
COc1ccc(CCNc2nc(-c3sc(C)nc3C)cs2)cc1OC	4	1.3	0	100	0	104	0	0	0	0	98
CC(=O)N(C)N1c2ccccc2CCc2ccccc21	4	0.8	0	102	0	100	0	-5	-5	-3	102
O=C(NCCN1CCN(Cc2ccccc2)CC1)C1c2ccccc2C(=O)N2CCc3ccccc3C12 (stereo not drawn)	1	0.4	-4	150	-5	100	-2	-2	2	-3	112
CCCCOc1ccc(N2C(=O)CC(N(O)c3ccccc3)C2=O)cc1 (stereo not drawn)	2	0.2	0	103	1	104	-2	-1	0	0	101
O=C(CC1C(=O)NCCN1Cc1ccc(-c2ccccc2)cc1)NCc1ccccc1 (stereo not drawn)	-1	-0.7	0	97	-2	101	1	-1	-3	-6	99
O=C(NCCCN1CCOCC1)C1COc2ccccc2O1 (stereo not drawn)	3	0.4	2	100	-5	100	3	-2	0	-15	99
O=C(NCc1cccnc1)c1cc(C(=O)C2CC2)c[nH]1	2	0.7	-1	98	0	100	-1	0	-4	-4	99
CCN(C(=O)CSc1nc2ccccc2c(=O)n1-c1cccc(C)c1)C1CCS(=O)(=O)C1 (stereo not drawn)	4	0.6	-2	98	0	99	2	2	-1	-2	101
CCOc1cccc(=O)c2c(C)n(Cc3ccccc3)c(C)c12	1	0.8	4	96	-2	99	3	-1	0	0	92
CC(C)OC(=O)C(C)(C)Oc1ccc(C(=O)c2ccc(Cl)cc2)cc1	2	-0.2	-7	x	-1	x	-3	-5	-3	-2	x
COCc1nc2ccccc2n1Cc1c(F)cccc1Cl	3	0.8	-2	103	-6	101	-1	-2	-2	-6	103
Cn1c(SCC(=O)N2CCOCC2)nnc1-c1ccc(NC(=O)c2ccccc2F)cc1	-2	0.2	-4	98	-8	99	-3	-10	-8	-20	102
CCOc1cc(/C=C2\SC(=Nc3ccccc3)N(c3ccccc3)C2=O)ccc1OCC(=O)O	-6	-0.9	-3	94	-5	98	-5	-8	-7	-4	96
CN(C)CCCNc1ncc(C(F)(F)F)cc1Cl	0	-0.4	-1	110	2	106	0	-3	1	2	107
N#Cc1nc(-c2ccc(Cl)cc2)oc1NCc1ccco1	3	0.4	-5	100	-2	103	-2	-2	0	-1	104
O=C(O)CC(c1ccccc1)n1cccc1 (stereo not drawn)	x	x	0	99	-3	98	0	-2	-6	-14	98
O=C(CSc1ccccn1)Nc1ccccc1F	10	0.8	0	100	-1	104	0	-2	-4	-2	100
COc1ccc(S(=O)(=O)Cc2ccc(C(=O)N3CCc4ccccc4C3)o2)cc1	1	0.9	0	94	-2	88	1	4	-1	4	91
CCC(C)(C)n1nnnc1C(c1cc2ccc(OC)cc2[nH]c1=O)N1CCN(C2CCCCC2)CC1 (stereo not drawn)	5	0.6	-1	104	1	114	-7	-1	-1	3	102
COc1ccccc1CNC(=O)COC(=O)Cc1c(Cl)cccc1Cl	1	0.3	-5	99	-5	102	-4	-9	-6	-8	100
COCc1nnc(NC(=O)c2ccc(S(=O)(=O)N(CC(C)C)CC(C)C)cc2)o1	8	0.1	-3	92	-3	97	-2	-2	-9	-5	101
CC(C)(C)NC(=O)COC(=O)c1ccc(Cl)c(S(N)(=O)=O)c1	0	-0.1	0	106	1	104	0	0	1	-1	105
CCCOC(=O)c1ccc(NC(=O)c2cc(Cl)ccc2OC)cc1	9	0.5	-5	97	-10	103	-4	-8	-11	-9	99
CCC1Oc2ccccc2N(Cc2ccccc2C)C1=O (stereo not drawn)	1	0.4	-1	117	0	114	-1	-1	-2	-2	116
CCOc1cc2[nH]c(=S)n(Cc3ccc(C(=O)NCC(OC)OC)cc3)c(=O)c2cc1OCC	2	0.2	-1	101	-12	103	-4	-5	-8	-17	101
COC(=O)c1ccccc1NC(=O)CSc1nnc(CNS(=O)(=O)c2ccc(C)cc2)n1C	7	0.8	0	100	-6	105	-1	-1	-2	-4	98
CCCCNC(=S)NNC(=O)c1csc(CC)c1	5	-0.2	-10	102	4	92	-1	-3	-63	9	101
Cn1c(NC(=O)c2ccc(C(C)(C)C)cc2)cc(=O)n(C)c1=O	3	0.6	-6	99	-11	102	-3	-4	-11	-8	100

Given with two lines to a compound: entries from further up
Second line of a record: ABCG2 inh	ABCB1 block	Bim-Bcl-W	RGS7-Gao reg	Bcl-2 Bim block	RGS8-Gao reg	Mcl-1 Bim block	Bim-Bcl-XL	Bcl-B Bim block	Bim-Bfl-1	RGS4-Gao reg
COCc1nnc(NC(=O)c2ccc(S(=O)(=O)N(CC(C)C)CC(C)C)cc2)o1
  8	0.1	-3	92	-3	97	-2	-2	-9	-5	101
CC(C)(C)NC(=O)COC(=O)c1ccc(Cl)c(S(N)(=O)=O)c1
  0	-0.1	0	106	1	104	0	0	1	-1	105
CCCOC(=O)c1ccc(NC(=O)c2cc(Cl)ccc2OC)cc1
  9	0.5	-5	97	-10	103	-4	-8	-11	-9	99

More records follow:
SMILES	ABCG2 inh	ABCB1 block	Bim-Bcl-W	RGS7-Gao reg	Bcl-2 Bim block	RGS8-Gao reg	Mcl-1 Bim block	Bim-Bcl-XL	Bcl-B Bim block	Bim-Bfl-1	RGS4-Gao reg
O=C(Nc1ccc([N+](=O)[O-])cc1)C1C(c2ccccc2)=C1c1ccccc1	1	0.7	1	97	0	99	-2	1	0	-1	100
OC(CNCC#Cc1ccccc1)c1ccccc1 (stereo not drawn)	1	0.5	-1	102	-1	102	-1	-2	-4	-4	106
COc1cc2c(c(O)c1OC)C(=O)C(OC)CCC2 (stereo not drawn)	2	0.8	-3	97	-2	100	0	-3	-2	0	100
CCOC(=O)c1ccc(NC(=O)/C=C/c2cccs2)cc1	-8	-0.6	1	u	2	99	-2	0	4	5	99
COc1ccc(/C=N\NC(=O)COc2ccc(Cl)cc2Cl)c(C(=O)O)c1OC	1	-0.3	-5	97	-8	102	-6	-8	0	-8	101
O=C(Nc1ccc2c(c1)CCC2)c1ccc(Br)o1	1	0.2	-3	100	-8	106	0	-7	-7	-8	107
CCC(C)C(=O)Nc1cc(C(=O)OC)cc(C(=O)OC)c1 (stereo not drawn)	4	0.3	-2	99	-1	102	-4	-1	0	0	102
Cn1c(=O)n(CCOc2ccccc2Cl)c2ccccc21	19	0.9	-1	85	-5	87	-4	-7	-7	-3	87
O=C(COc1ccc(/C=N/NC(=O)CSCc2ccc([N+](=O)[O-])cc2)cc1)NCc1ccco1	19	1.5	-7	103	-4	102	-7	-8	-11	-12	102
Oc1ccccc1/C=N/Nc1ccccc1	-5	-1.1	-4	108	-4	106	1	-5	-5	-1	107
Cc1nn(C)c(C)c1S(=O)(=O)Nc1ccc2c(c1)OCO2	6	0.7	-1	99	-5	98	1	-3	-6	-12	96
O=C(COC(=O)Cc1ccc(F)cc1)NCc1ccco1	3	0.1	-2	100	-2	102	-2	-4	-5	-10	101
Cc1ccc(S(=O)(=O)N2CCCCC2)cc1NC(=O)COC(=O)Cc1cccc2ccccc12	7	0.7	-4	97	-23	98	-7	-8	-17	-13	95
CC1(C)CCc2nc(SCc3ccccc3)c(C#N)cc2C1	2	0.4	-3	101	-1	98	-1	-2	-2	-3	103
CSc1ccc(/C=C(\C#N)C(=O)NC2CCCCC2)cc1	8	0.2	-7	95	-2	108	-7	-7	-3	-1	94
O=C(N/N=C/c1cccnc1)c1ccc2c(c1)OCCO2	-5	-0.5	x	103	u	105	x	x	x	x	103
Cc1ccc(S(=O)(=O)CNC(=S)c2cccc(Cl)c2)cc1	-5	-0.8	-4	96	-6	101	-3	-5	-9	-13	102
CCOC(=O)C1CCCN(C(=O)C2CCN(S(=O)(=O)c3cnc[nH]3)CC2)C1 (stereo not drawn)	2	0.8	3	102	-5	102	0	-7	-8	-18	104
CC1CCc2[nH]c3ccc(C(=O)NCCCOC(C)C)cc3c2C1 (stereo not drawn)	10	0.5	8	100	3	99	5	4	-5	0	98
O=c1[nH][nH]cc1C=Nc1ccc(Cl)cc1	7	1.0	-1	97	-4	100	-1	-4	-8	-14	101
Cc1sc(NC(=O)c2ccccc2)c(C(=O)NC(C)C)c1C	37	1.9	-1	96	-7	98	-3	-5	-13	-14	94

2 compounds picked at random from those above:
SMILES	ABCG2 inh	ABCB1 block	Bim-Bcl-W	RGS7-Gao reg	Bcl-2 Bim block	RGS8-Gao reg	Mcl-1 Bim block	Bim-Bcl-XL	Bcl-B Bim block	Bim-Bfl-1	RGS4-Gao reg
Cc1sc(NC(=O)c2ccccc2)c(C(=O)NC(C)C)c1C	37	1.9	-1	96	-7	98	-3	-5	-13	-14	94
O=C(COC(=O)Cc1ccc(F)cc1)NCc1ccco1	3	0.1	-2	100	-2	102	-2	-4	-5	-10	101

Assay outcomes (PubChem)
